KLK5 inh – blocks human kallikrein 5 protease activity; Q9Y337; recombinant hK5, fluorogenic AMC substrate cleavage; inhibition, % at 5 µM; 210,000 compounds, 0.59% hits;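 active means inhibition of 40% or more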;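 further: 0% = enzyme controls without compound and 100% = no-enzyme blanks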
Rad51 HR inh – Rad51 (human) homologous recombination inhibition; Q06609; hRad51 DNA strand exchange, fluorescence dequenching; inhibition, % at 10 µM; 200,000 compounds, 0.085% hits;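 active means inhibition above 40% at the single screening dose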;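 further: 0% = DMSO control wells and 100% = blanks with heterologous ssDNA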
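Test system: preformed human Rad51 ssDNA filaments; also added: Donor/quencher-labelled 47-bp dsDNA substrate; doses: 10 µM final, single point; times: 37 °C 15-min filament assembly, 30-min compound preincubation, 15-min exchange; detection: FRET fluorescence dequenching, excitation 485 nm, emission 520 nm; read-out basis: Fluorescence-based percent inhibition, control- and blank-normalised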
Cl transport mod – KCC2 (human) Cl- transport modulation | KCC2 cells, thallium flux FluoZin-2 fluorescence | 190,000 compounds, 2.2% hits | B-score of Tl+ flux slope (higher = more flux/activation; lower = inhibition) at 10 µM;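 active means thallium flux slope and its plate-corrected score both differing from the plate sample mean at a set confidence after two filtering rounds, in either direction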;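 further: slope of fluorescence scaled to starting intensity during 10 to 20 s after thallium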
Target sequence (Q9H2X9 whole entry, looked up): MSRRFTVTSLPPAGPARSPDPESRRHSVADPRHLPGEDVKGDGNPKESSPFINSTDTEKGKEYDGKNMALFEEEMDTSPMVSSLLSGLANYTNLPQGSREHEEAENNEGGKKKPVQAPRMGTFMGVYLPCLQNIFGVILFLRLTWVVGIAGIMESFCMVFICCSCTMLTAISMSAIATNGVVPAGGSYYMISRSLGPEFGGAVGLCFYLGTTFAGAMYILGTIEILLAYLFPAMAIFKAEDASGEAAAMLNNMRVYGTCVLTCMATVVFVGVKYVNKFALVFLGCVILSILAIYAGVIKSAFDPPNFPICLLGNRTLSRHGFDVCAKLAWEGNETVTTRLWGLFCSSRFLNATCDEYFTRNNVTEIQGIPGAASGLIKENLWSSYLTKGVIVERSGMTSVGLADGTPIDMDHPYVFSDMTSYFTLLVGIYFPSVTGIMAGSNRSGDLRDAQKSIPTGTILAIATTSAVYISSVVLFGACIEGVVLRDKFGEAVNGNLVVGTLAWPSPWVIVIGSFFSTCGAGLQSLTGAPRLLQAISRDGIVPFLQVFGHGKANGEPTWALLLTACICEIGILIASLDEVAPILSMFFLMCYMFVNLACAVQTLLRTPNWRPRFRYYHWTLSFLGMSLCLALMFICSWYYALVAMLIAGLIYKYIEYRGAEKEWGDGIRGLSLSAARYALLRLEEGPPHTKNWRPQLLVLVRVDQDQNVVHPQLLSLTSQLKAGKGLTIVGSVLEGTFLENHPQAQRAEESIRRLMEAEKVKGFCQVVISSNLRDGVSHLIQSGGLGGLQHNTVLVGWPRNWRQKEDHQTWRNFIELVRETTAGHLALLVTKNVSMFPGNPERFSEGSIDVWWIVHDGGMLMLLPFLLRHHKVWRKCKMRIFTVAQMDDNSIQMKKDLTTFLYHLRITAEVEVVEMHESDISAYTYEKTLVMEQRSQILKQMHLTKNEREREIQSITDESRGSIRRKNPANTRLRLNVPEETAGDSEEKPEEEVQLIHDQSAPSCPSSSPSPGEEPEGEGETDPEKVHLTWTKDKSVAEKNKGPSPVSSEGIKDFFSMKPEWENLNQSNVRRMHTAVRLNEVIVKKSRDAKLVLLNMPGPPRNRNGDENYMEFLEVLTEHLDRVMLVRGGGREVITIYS
Thrombin inh – thrombin (human) inhibition; alpha-thrombin, Boc-VPR-AMC fluorogenic substrate cleavage; 220,000 compounds, 0.26% hits; inhibition, % at 5 µM; P00734;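 active means inhibition at or above 40%; inactive means inhibition below 40%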;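 further: 0% = enzyme with no compound and 100% = wells without enzyme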
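Material: human alpha-thrombin enzyme / Medium: pH 7.5 Tris (50 mM) with NaCl 150 mM, Tween 20 0.05% / Compound: single-point dosing at 5 µM, 0.2% DMSO / Incubation: enzyme reaction carried out at room temperature / Detection: AMC fluorescence, 355/460 nm / Read-out basis: percent inhibition scaled between no-compound controls and no-enzyme blanks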
zVAD death inh – blocks zVAD induced death of L929 cells; L929 zVAD necroptosis rescue, ATP luminescence, 24 h; with zVAD 60 µM; viability rescue, % at 10 µM; 220,000 compounds, 0.38% hits; AID 1377;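 active means activation, scaled between plate controls, above about 75%, limit read from the data; inactive means activation under that limit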;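 further: 0% = zVAD with DMSO and 100% = DMSO alone without zVAD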
FXIIa inh – factor XIIa (human) inhibition | purified FXIIa, Boc-QGR-AMC fluorogenic substrate, 2 h | AID 800 | inhibition, % at 5 µM | 220,000 compounds, 0.3% hits; in the data active means inhibition above about 40%;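 further: 0% = enzyme with no compound and 100% = blank without enzyme; many of its hits are not listed in these tables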
TNF necrop inh – TNF-alpha cell death inhibition in Jurkat FADD-/- cells. 220,000 compounds, 0.068% hits. Jurkat FADD-/- TNF necroptosis rescue, ATP luminescence, 24 h; 0 = TNF only, 100 = no-TNF cells. activation (protection from cell death), % at 10 µM. AID 463075;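 active means activation, meaning protection from cell death, of at least 50% relative to plate controls; inactive means activation below 50%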;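 further: necroptosis triggered by 40 ng/mL TNF-alpha added together with compound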
Hck-Nef inh – inhibitors of human Hck kinase activated by Nef. inhibition, % at 20 µM. Recombinant Hck-YEEI plus Nef, Z-Lyte FRET kinase assay. P08631. 220,000 compounds, 0.68% hits;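 active means Hck-Nef kinase inhibition above about 50%, limit read from the data; inactive means inhibition below that limit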;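 further: 0% = DMSO with Hck plus Nef and 100% = Hck alone without Nef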
FXIa inh – factor XIa (human) inhibition. 220,000 compounds, 0.14% hits. P03951. purified FXIa, Boc-Glu-Ala-Arg-AMC fluorogenic substrate. AID 798. inhibition, % at 5 µM;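 active means inhibition of at least 40%; inactive means inhibition below 40%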;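 further: fluorescence of freed AMC excited at 355 nm; 0% = enzyme without compound and 100% = no enzyme blank; many of its hits are not listed in these tables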
An asterisk follows results filed as active; . = no result given. Some of the compounds tested; count on the stated rates, not on these rows.

| Molecule | TNF necrop inh | Rad51 HR inh | Hck-Nef inh | Cl transport mod | FXIIa inh | Thrombin inh | KLK5 inh | zVAD death inh | FXIa inh |
| --- | --- | --- | --- | --- | --- | --- | --- | --- | --- |
| CCn1c(SCC(=O)Nc2nc(C)cs2)nnc1C(NC(=O)c1ccccc1Cl)C(C)C (stereo not drawn) | -0.1 | -9 | 3 | . | -7 | 1 | -9 | 0.3 | 5 |
| Cc1ccccc1-c1nc2sc3c(c2c(=O)o1)CCC3 | -2.7 | -2 | 10 | 0.9 | 22 | 1 | 3 | -0.2 | 1 |
| N#Cc1c(NC(=O)CN2CCN(C(=O)c3ccco3)CC2)sc2c1CCCCC2 | -3.0 | 0 | 0 | -1.3 | 15 | 1 | -5 | 0.9 | 7 |
| COC1C=CC(CNC(=O)c2cc3c(=O)n4cccc(C)c4nc3n2C)(OC)O1 (stereo not drawn) | 0.4 | 11 | 74* | -0.47 | -1 | -1 | -10 | 4.8 | -9 |
| COc1ccc2cc(CN(CCO)C(=O)c3ccccc3F)c(=O)[nH]c2c1 | -1.9 | . | 14 | . | -24 | -25 | -29 | -0.6 | 5 |
| CN1CCN(NC(=O)c2cccs2)CC1 | 0.2 | 8 | 10 | 1.4 | 9 | -2 | 1 | 3.7 | -2 |
| CCc1ccc(CN(C)Cc2nc(Cc3cccc(C(F)(F)F)c3)no2)nc1 | 0.8 | -5 | -6 | -1.1 | 0 | -5 | . | 1.7 | -5 |
| CCOc1ccc(CN2C(=O)c3ccccc3C2C(=O)NCC2CCCO2)cc1 (stereo not drawn) | 1.3 | -11 | 0 | -0.016 | -4 | -8 | -13 | -0.2 | -8 |
| CCOC(=O)C1CCCN(Cc2nc(N)nc(Nc3ccc(C)cc3)n2)C1 (stereo not drawn) | -3.8 | -10 | 1 | . | 0 | -6 | -15 | -0.2 | -4 |
| CCCc1nnc(NC(=O)CCC(=O)NCCc2ccc(OC)c(OC)c2)s1 | 1.0 | -10 | 0 | -1.1 | 1 | -9 | 1 | 0.3 | 4 |
| CCOC(=O)N1CCC(NC(=O)c2cc(C(=O)Nc3ccc(OC)c(OC)c3)ccc2CO)CC1 | 0.1 | 1 | 0 | -0.1 | 2 | 3 | 4 | 0.4 | 6 |
| CCc1c(C)sc(NC(=O)CC#N)c1C#N | -2.1 | -10 | 3 | -1.6 | 18 | 3 | -20 | 1.2 | 5 |
| O=[N+]([O-])c1cc(S(=O)(=O)NC2=NCCCCC2)ccc1NCC1CCCCC1 | -0.1 | -2 | 2 | -0.2 | 4 | 5 | -14 | 2.3 | 0 |
| CC(C)C(=O)NCCSc1c[nH]c2ccccc12 | 0.1 | -5 | -1 | -0.7 | 8 | -9 | 0 | 0.5 | 1 |
| CCCOc1ccc(CCC(=O)N/N=C/c2ccco2)cc1 | 5.5 | 8 | 7 | -1.6 | 11 | 1 | 0 | 1.7 | 13 |
| CC(=O)NC(=S)Nc1ccc(NC(=O)COc2ccc(Cl)cc2)cc1 | 7.4 | -2 | 8 | 1.4 | 19 | 10 | 17 | 1.4 | 13 |
| O=C(c1cccn2c(=O)c3ccccc3nc12)N1CCN(c2ccccn2)CC1 | 0.0 | -3 | 2 | . | 5 | -3 | 1 | -0.4 | -5 |
| Cn1cccc1Cc1nnc(SCC(=O)Nc2ccc3c(c2)OCCO3)n1CCc1ccccc1 | -0.8 | -8 | 2 | -0.071 | 23 | -2 | -30 | 0.2 | 20 |
| Cc1cccc(N(CC(=O)NCc2ccc(F)cc2)C(=O)c2csnn2)c1C | 0.7 | . | -69 | -0.0056 | 9 | -1 | 20 | -0.2 | 1 |
| O=C(O)/C=C/c1ccc2ccccc2n1 | -0.1 | 5 | -5 | 1.8 | 7 | 4 | -9 | -0.9 | 4 |
| Cc1ccc(NCc2nnc(SCC(N)=O)o2)c(C)c1 | 0.3 | 8 | 20 | -1.1 | 4 | 17 | -3 | 2.8 | -6 |
| C=CCOC(=O)COc1ccc2c(C)c(CC)c(=O)oc2c1 | -1.9 | -2 | 0 | 0.96 | 11 | 4 | -12 | -0.1 | 2 |
| COc1ccc(/C=N/NC(=O)CSc2nnc(CCCc3ccc(OC)c(C)c3)o2)cc1 | -5.4 | 2 | 6 | 0.6 | 4 | -2 | -6 | 0.0 | -4 |
| CCC(=O)Nc1nc(C)c(-c2csc(Nc3ccccn3)n2)s1 | -1.8 | 0 | 8 | -0.27 | 9 | -2 | -1 | 70 | 5 |
| COc1ccc(CCN2C(=O)c3[nH]nc(-c4ccccc4O)c3C2c2ccccc2)cc1OC (stereo not drawn) | -3.8 | -11 | 1 | . | 21 | 2 | -15 | 0.8 | 1 |
| COc1c(C)cccc1C(=O)Nc1cc(Cl)ccc1N1CCOCC1 | -0.5 | 16 | 2 | 0.76 | -1 | -3 | 10 | -0.1 | -5 |
| Cc1cc(NS(=O)(=O)c2ccc(NC(=O)Nc3ccccc3)cc2)no1 | 0.4 | 2 | 2 | . | -2 | -2 | -6 | 1.6 | 4 |
| CCOC(=O)c1c(C)nc(SC)c(C#N)c1-c1ccccc1 | 0.4 | -4 | 3 | -0.78 | -3 | -2 | 6 | 0.0 | -10 |
| CCc1nnc(NC(=O)CSc2nc3cc(OC)ccc3cc2C)s1 | 1.0 | -40 | 19 | -1.2 | 6 | 10 | -5 | 4.4 | -7 |
| Cc1nc2ccc(NC(=O)N(C(C)C)C(C)C)cc2s1 | -0.5 | -1 | -11 | 0.018 | 10 | 0 | 3 | 0.3 | 6 |
| COC(=O)c1cc(NCc2ccc3c(c2)OCO3)ccc1N1CCOCC1 | -1.0 | -4 | 6 | 0.0091 | 10 | -1 | -29 | 0.6 | -1 |
| COc1ccc(OCCCON2C(=O)c3ccccc3C2=O)cc1 | 0.0 | 0 | -1 | 0.33 | 11 | 0 | 2 | 0.6 | 7 |
| Cc1cc(NC(=O)c2cc(-c3ccco3)on2)no1 | -6.7 | -1 | -1 | 1.4 | 19 | -5 | 0 | -0.1 | 5 |
| CCOC(=O)C1(Cc2cccc(F)c2)CCN(Cc2ccon2)CC1 | 1.4 | . | -7 | . | 3 | 0 | . | 1.0 | -3 |
| Cc1ccc(C(C[N+](=O)[O-])Sc2ccc(N)cc2)cc1 (stereo not drawn) | -25 | 7 | 10 | . | 7 | 0 | -1 | -1.9 | 1 |
| COc1ccc(C2/C=C\CN(C(=O)c3ccccc3)[C@H](Cc3ccccc3)C(=O)N2Cc2ccc(F)cc2)cc1 (stereo partly drawn) | -0.6 | 5 | 22 | -0.49 | 12 | 4 | 3 | -0.8 | 3 |
| COc1cc(C2NC(=S)NC(C)=C2C(=O)Nc2cc(C)cc(C)c2)ccc1O (stereo not drawn) | -1.9 | -1 | 14 | -0.53 | 4 | 2 | -1 | 0.3 | 1 |
| Cc1ccccc1CSc1nnc(-c2cccs2)n1Cc1ccco1 | -0.6 | -1 | 1 | -1.5 | -1 | -6 | -1 | -0.2 | -11 |
| O=C(CCSc1ccccc1)N1CCN(C(=O)c2ccco2)CC1 | -1.9 | -9 | 6 | 0.63 | 12 | 0 | -2 | 0.0 | -3 |
| O=C(CN1CCN(c2ccc(Cl)cc2[N+](=O)[O-])CC1)N1CCOCC1 | 0.9 | . | 16 | -0.82 | 7 | -7 | 2 | -0.7 | 4 |
| CN1CCC(OC(=O)COc2ccc(F)cc2)CC1 | -0.1 | 0 | -24 | 1.1 | 23 | 28 | 38 | 0.0 | 33 |
| O=C(Cn1nnc2ccccc2c1=O)Nc1ccc(S(=O)(=O)N2CCOCC2)cc1 | 2.3 | 2 | 2 | 0.44 | 1 | -10 | -7 | 2.5 | 1 |
| FC(F)(F)c1cnc(-c2cnc(-c3cccnc3)nc2)c(Cl)c1 | -0.1 | 3 | 28 | . | 8 | -6 | 16 | 0.5 | 1 |
| Cn1c(Cn2cnc([N+](=O)[O-])n2)nnc1SCC(=O)Nc1cccc(Cl)c1 | 1.7 | 10 | 15 | 1.6 | 5 | -9 | -6 | 0.3 | -10 |
| CCCCC1(C(=O)OCC)CC(CN2CCOCC2)OC1=O (stereo not drawn) | . | 1 | . | . | 6 | -3 | 2 | . | 2 |
| Cc1cc(O)cc(=O)n1C | 1.3 | 1 | 26 | -0.071 | 4 | -7 | -3 | 3.5 | -4 |
| O=C(Nc1ccccc1Cl)C1(c2ccccc2)CC1(Cl)Cl (stereo not drawn) | -3.6 | 21 | 7 | -0.22 | 4 | 2 | -10 | . | 0 |
| Oc1ccc(F)cc1-c1cc(-c2ccc3c(c2)OCCO3)n[nH]1 | 1.2 | -3 | 5 | 0.055 | 11 | -3 | -3 | 0.1 | -14 |
| COc1cc(/C=N/NC(=O)c2ccc3ccccc3c2)ccc1Oc1ccc([N+](=O)[O-])cn1 | 6.1 | . | 2 | -0.24 | 6 | -5 | -35 | 76* | 3 |
| COc1ccc(CSc2nnnn2Cc2ccccc2)cc1OC | -1.0 | 4 | -2 | -1.6 | 14 | 3 | -11 | -0.6 | 7 |
| Cc1nc2ccccc2c(=O)n1NC(=O)c1ccco1 | -0.5 | -10 | 12 | 0.076 | 5 | -1 | -8 | 0.0 | 2 |
| C(=N\Nc1ccccn1)/c1ccc(N2CCOCC2)cc1 | 30 | -23 | 33 | 0.87 | 8 | 0 | -1 | 75 | -4 |
| Cc1cc(CN(C)C(=O)CC2C(=O)NCCN2CC(c2ccccc2)c2ccccc2)on1 (stereo not drawn) | -0.6 | 16 | 27 | -1.1 | 12 | 17 | 3 | -0.2 | 1 |
| Cc1oc(-c2ccccc2)[n+]([O-])c1C | -2.2 | 0 | -1 | -0.49 | -10 | 3 | -15 | 0.2 | -7 |
| Cc1[nH]n2c(=O)cc(Cc3ccccc3)nc2c1C#N | -1.7 | -8 | 3 | . | 15 | 4 | -1 | 0.0 | 5 |
| COc1ccc([N+](=O)[O-])cc1NC(=O)Cc1c(Cl)cccc1Cl | 3.4 | 8 | 1 | 0.24 | 14 | -10 | -2 | 0.6 | 1 |
| CCOc1cc(Br)c(C=O)cc1OCC | -18 | -4 | 20 | -0.93 | 5 | -29 | -6 | -2.0 | -5 |
| CC(C)CN1CCN(Cc2ccc(CN3CCCCC3)s2)CC1CCO (stereo not drawn) | 1.7 | 22 | -6 | 1.1 | 2 | -7 | . | 0.1 | -4 |
| CCN=C(NC#N)SCc1c(F)cccc1Cl | 0.5 | . | 5 | 0.23 | 6 | -3 | -13 | 0.5 | -6 |
| CCCCS/C(N)=N/N=C/c1cc(C)ccc1O | -11 | -4 | 18 | 1 | 11 | 1 | 8 | -1.0 | -19 |
| COc1ccccc1C(C)NC(=O)CCOc1cccc(C)c1 (stereo not drawn) | 0.5 | -5 | 17 | -1.4 | 8 | -21 | -2 | 1.3 | -6 |
| Cc1cc2ccccc2n1CCNC(=O)c1ccc(S(=O)(=O)N2CCOCC2)cc1 | 0.0 | 4 | 3 | -0.47 | 15 | -2 | -29 | 1.8 | -3 |

Another view of 2 compounds above:
Cc1oc(-c2ccccc2)[n+]([O-])c1C
  TNF necrop inh: -2.2
  Rad51 HR inh: 0
  Hck-Nef inh: -1
  Cl transport mod: -0.49
  FXIIa inh: -10
  Thrombin inh: 3
  KLK5 inh: -15
  zVAD death inh: 0.2
  FXIa inh: -7
COc1ccccc1C(C)NC(=O)CCOc1cccc(C)c1 (stereo not drawn)
  TNF necrop inh: 0.5
  Rad51 HR inh: -5
  Hck-Nef inh: 17
  Cl transport mod: -1.4
  FXIIa inh: 8
  Thrombin inh: -21
  KLK5 inh: -2
  zVAD death inh: 1.3
  FXIa inh: -6

From PubChem
